All columns: NCI-60 one-dose screen, growth in % after 48 h at 10 µM unless noted; 100 = growth as untreated, 0 = no growth, -100 = all killed.
HS 578T – HS 578T breast cancer; 4.1% of 78,000 active
MDA-MB-231 – MDA-MB-231 breast cancer. 5% of 81,000 active. AID 1794789
K-562 – K-562 leukemia; 7.4% of 78,000 active
T-47D – T-47D breast cancer; 5% of 79,000 active; AID 1794792
MCF7 – MCF7 breast cancer; 6.3% of 82,000 active; AID 1794796
SR – SR leukemia cells; 8.7% of 73,000 active; AID 1794780
MDA-MB-468 – MDA-MB-468 breast cancer; 8.5% of 78,000 active; AID 2202374
BT-549 – BT-549 breast cancer | 4.4% of 78,000 active | AID 1794793
* marks the source's active call; other numbers are inactive results; . = not tested or not shown; & = joins results of further samples; [ ] = dose if it differs, or a comment. How the source made its calls: active means growth percent below 10; inactive means the rest.

SMILES	HS 578T	MDA-MB-231	K-562	T-47D	MCF7	SR	MDA-MB-468	BT-549
Cc1nc2ccccc2c(/C=C/c2ccc(C(F)(F)F)cc2)c1C(=O)/C=C/c1ccccc1	-0.7*	-39.9*	4.2*	-18.6*	4.7*	8.6*	-51.0*	-0.1*
COc1ccc(-n2cc(-c3ccc(Br)cc3)nc2SCC(=O)c2ccc(-c3ccccc3)cc2)cc1	80.6	94.9	84.8	66.6	81.4	89.3	72.4	95.2
COc1cc2oc(-c3cccc(C(=O)N[C@@H](CO)C(=O)O)c3)cc(=O)c2c(OC)c1OC	102.8	102.3	100.1	98.8	101.7	96.2	102.0	124.2
COc1cc(N2C(=O)[C@H](c3ccccc3)C2c2ccc(SC)cc2)cc(OC)c1OC (some centres not stated)	20.6	28.0	5.1*	61.9	6.9*	-5.2*	-10.0*	-6.3*
CC(=O)c1cc2c(N)c(C(=O)Nc3cccc4ncccc34)sc2nc1C	68.7	76.0	47.9	50.4	64.2	40.0	29.0	72.0
COc1ccc(C(=O)Nn2cnc3oc(-c4ccccc4)cc3c2=N)cc1	109.7	101.4	100.7	102.5	92.8	98.7	102.8	117.0
Cc1nn(-c2ccc(Cl)cc2)c2c1C(c1ccc(F)cc1)C(C#N)=C(N)O2 (configuration not stated)	99.0	88.7	106.9	91.1	88.8	96.6	100.2	96.2
COc1cc(Cc2cc(OC)c(O)c(OC)c2)cc(OC)c1O	92.3	95.2	20.1	109.0	68.1	28.0	65.2	87.8
OC(c1ccccc1)c1ccccc1CN1CCCNC1=S (configuration not stated)	105.3	106.1	94.7	105.4	97.0	96.6	107.2	108.9
Cc1ccc(-c2cc3c(cc2O)C2CCCCC2(N2CCOCC2)O3)cc1 (configuration not stated)	107.7	114.2	89.1	85.0	88.5	86.0	87.9	95.4
N#Cc1ccc(C(F)(F)F)nc1N1CCC(C(=O)NCc2ccc3c(c2)OCO3)CC1	104.1	96.3	93.6	79.9	99.6	87.2	90.3	93.3
O=C(CCN1CCOCC1)c1ccc([N+](=O)[O-])cc1	.	100.1	98.6	127.8	92.7	95.4	100.2	99.0
OCCCc1ccccn1	116.9	104.2	106.2	116.8	94.2	110.9	105.0	99.2
O=C(Nc1nc(C(=O)N2CCN(C(c3ccccc3)c3ccccc3)CC2)cs1)c1ccc(NCCc2ccccc2)c([N+](=O)[O-])c1	86.8[5.5 µM]	61.7[5.5 µM]	55.4[5.5 µM]	.	76.1[5.5 µM]	.	102.9[5.5 µM]	89.4[5.5 µM]
COc1cc(N)ccc1C#N	100.3	107.3	103.8	88.5	96.5	97.9	98.6	100.4
CCOC(=O)C(Cc1ccccc1)(c1ccccc1)c1ccccc1	.	93.1	78.7	88.2	102.7	87.6	82.5	.
Cc1ccc(-c2csc(NN=C(c3ccccc3)c3ccccc3)n2)cc1	89.9	94.9	81.3	81.3	88.4	72.0	95.1	100.8
CC(=O)Nc1nc(-c2n[nH]c(=S)n2-c2ccc(Oc3ccccc3)cc2)cs1	99.9	108.0	105.0	99.9	103.3	88.4	113.5	97.2
CCCCOc1ccc(/C=N/NC(N)=S)cc1	89.8	55.7	65.0	23.8	61.7	84.7	66.5	73.6
CC(=O)OCC(C)CCC1OC2CC3C4CCC5CC(OC(C)=O)CCC5(C)C4CCC3(C)C2C1C (configuration not stated)	115.1	114.2	90.3	96.1	111.2	.	99.0	103.9

Four consecutive records from above:
SMILES	HS 578T	MDA-MB-231	K-562	T-47D	MCF7	SR	MDA-MB-468	BT-549
Cc1nc2ccccc2c(/C=C/c2ccc(C(F)(F)F)cc2)c1C(=O)/C=C/c1ccccc1	-0.7*	-39.9*	4.2*	-18.6*	4.7*	8.6*	-51.0*	-0.1*
COc1ccc(-n2cc(-c3ccc(Br)cc3)nc2SCC(=O)c2ccc(-c3ccccc3)cc2)cc1	80.6	94.9	84.8	66.6	81.4	89.3	72.4	95.2
COc1cc2oc(-c3cccc(C(=O)N[C@@H](CO)C(=O)O)c3)cc(=O)c2c(OC)c1OC	102.8	102.3	100.1	98.8	101.7	96.2	102.0	124.2
COc1cc(N2C(=O)[C@H](c3ccccc3)C2c2ccc(SC)cc2)cc(OC)c1OC (some centres not stated)	20.6	28.0	5.1*	61.9	6.9*	-5.2*	-10.0*	-6.3*

The results go on.
SMILES	HS 578T	MDA-MB-231	K-562	T-47D	MCF7	SR	MDA-MB-468	BT-549
CC1=C(SCC(=O)O)C(=O)c2ccccc2C1=O	71.0	86.2	44.5	73.2	82.6	58.9	71.7	79.9
Cc1ccc(-c2nc(C#N)c(S(=O)(=O)N3CCN(S(C)(=O)=O)CC3)o2)cc1	100.2	77.6	6.9*	-52.4*	5.7*	1.1*	-68.5*	58.0
O=c1[nH]ncc(Br)c1Br	.	28.7	3.3*	46.3	23.0	.	-15.7*	83.2
O=C(O)c1c(CNCc2ccccc2Cl)nc2ccc(Cl)cc2c1-c1ccccc1	105.3	109.8	85.3	86.3	100.4	26.8	100.5	89.4
C/C(=N\Nc1ccccc1C(=O)O)C(=O)O	97.6	112.0	87.5	98.6	98.6	94.0	100.8	99.6
CC(CCC(=O)O)C1CCC2C3CCC4CC(O)CCC4(C)C3CC(O)C12C (configuration not stated)	.	104.2	111.2	102.6	99.3	97.3	104.8	101.7
NS(=O)(=O)c1ccc(NC(=O)c2ccccc2C(=O)O)cc1	125.7	113.2	69.6	99.6	103.1	83.3	108.7	.
Cc1cc2c(cc1C)NC1C(=O)C(c3ccccc3Cl)OC1=N2 (configuration not stated)	98.7	.	102.7	.	86.1	.	101.8	97.4
Cc1cc(C)nc(N)c1	83.1	104.2	134.7	103.0	95.2	.	102.8	76.5
COc1ccc(Cc2ncc(-c3ccc(N)cc3)o2)cc1OC	86.1	91.5	91.8	88.4	97.9	92.2	.	89.4
Cc1ccc(NC(=O)c2nnn(-c3ccccc3)c2-c2ccco2)cc1	97.9	96.9	51.9	94.2	86.5	.	99.6	100.6
CC(=O)NNC(=O)C(N)Cc1ccc(O)cc1 (configuration not stated)	109.9	105.5	94.0	103.0	91.8	93.7	97.3	101.1
COc1cc(C2CCc3nc4ccccc4n32)cc(OC)c1OC (configuration not stated)	98.3	.	110.8	98.4	95.3	103.1	.	96.0
O=C(COc1cccc(/C=C2\CSc3ccccc3C2=O)c1)c1ccc(Cl)cc1	-25.5*	68.8	-76.8*	57.8	-89.2*	-60.7*	.	-77.5*
Fc1ccc(-n2cc(CSc3nnc(Cn4c(C(F)(F)F)nc5ccccc54)o3)nn2)cc1	91.5	77.6	130.3	83.2	95.4	95.4	103.7	102.8
COc1ccc(-n2nc(C(=O)NCCCCCC(=O)O)nc2-c2ccccc2)cc1	129.2	113.1	85.5	110.0	87.1	92.7	95.0	102.2
CSCCC(NS(=O)(=O)Cc1ccccc1)C(=O)NNc1ccccc1 (configuration not stated)	103.8	73.1	22.9&79.0	68.8&84.0	88.6&99.1	53.7	85.9&114.8	88.4&100.8
N#C/C(=C\c1cccs1)c1cc2ccccc2[nH]1	80.2	75.6	93.5	15.6	21.7	98.2	29.4	86.1
COc1cc2oc(-c3ccc(NC(=O)c4ccccc4)cc3)cc(=O)c2c(OC)c1OC	80.7	74.9	101.5	.	75.0	.	96.5	75.6
CCOC(=O)COc1ccc(/C=N/NC(=O)Cn2c(C(C)C)nc3ccccc32)cc1OC	106.4	102.6	100.1	103.5	106.0	113.9	106.8	102.9
O=[N+]([O-])c1ccc(-c2nc(-c3ccccc3)c(-c3ccccc3)n2-c2ccccc2)cc1	20.5	14.3	-25.0*	21.6	19.6	4.2*	2.3*	.
C[N+]1(C)C2CC[C@@H]1CC(OC(=O)C(O)c1ccccc1)C2 (some centres not stated)	118.7	106.7	.	108.7	106.4	115.1	103.2	99.6
Oc1cccc(-c2nnc(-c3cccc(O)c3)nn2)c1	98.3	.	79.1	72.8	80.4	86.0	73.6	.
CC(NC(=O)Oc1cccc2ccccc12)c1ccccc1 (configuration not stated)	107.0	77.6	84.1	92.7	87.8	90.8	106.7	105.7
CCN(CC)c1cccc(OC(=O)Nc2ccc(OC)cc2)c1	149.2	92.9	115.2	103.1	104.3	100.6	96.9	93.3
Cc1nc2ccccc2n1CC1C(=O)NC(=O)NC1=O	109.9	114.1	94.8	106.8	100.1	.	107.4	121.3
COc1ccc(-c2cc(-c3cccnc3)nc3sc4c(=O)[nH]cnc4c23)cc1OC	79.8	69.0	100.3	96.7	94.0	80.8	86.2	85.6
BrCCc1ccc2ccccc2c1	121.3	111.8	100.2	101.2	93.5	90.8	105.7	116.3
CC(C)Cc1ccc(-c2ccn(C(=O)C(C)c3ccc(NS(C)(=O)=O)cc3)n2)cc1 (configuration not stated)	100.9	90.4	89.8	94.5	96.0	.	104.5	91.4
CCOC(=O)c1cc2c([nH]c1=O)-c1cnn(-c3ccc(OC)cc3)c1CC2	109.7	109.2	102.6	114.2	95.2	96.8	106.7	111.5
N#CC1=C(N)Oc2n[nH]c(-c3ccccn3)c2C1c1cccs1 (configuration not stated)	105.2	109.9	90.1	96.6	95.5	.	110.4	102.9
O=c1oc2c(cc1-c1ccc([N+](=O)[O-])cc1)C(O)Oc1ccccc1-2 (configuration not stated)	102.4	114.1	76.8	75.3	90.8	56.2	.	97.1
Sc1ccc(Nc2c3ccccc3nc3ccccc23)cc1	112.2	98.0	32.0	38.0	71.7	80.5	44.1	94.6
O=C(O)c1cccc2c1Cc1cc([N+](=O)[O-])ccc1-2	95.0	102.3	107.8	106.4	101.8	89.0	113.2	.
C=C(C)[C@@H]1C[C@H](O)Cc2c(C)cc(C)cc2N1	110.1	116.8	104.2	114.8	105.2	97.2	101.5	105.6
CCNc1nc(N2CC(=O)Nc3cc(OC)ccc32)c2ccccc2n1	7.6*	12.7	6.9*	11.6	3.1*	.	1.3*	-22.2*
CC1=C(C)C(=O)C(Nc2ccc(C(=O)OC(C)(C)C)cc2)=C(Cl)C1=O	98.6	105.0	105.9	93.6	97.4	99.8	97.4	96.6
OCCSCCCCCCCCCCSCCO	.	93.1	109.2	82.1	90.2	70.0	82.0	102.2
CCCC1C(CC)CC(CC)C(O)C1(CC)CO (configuration not stated)	109.8	102.4	98.7	95.9	99.8	.	100.0	108.3
CCOc1ccc(N2C(=O)C3C4c5ccccc5C(c5ccccc54)C3C2=O)cc1 (configuration not stated)	114.3	101.5	88.9	93.2	95.2	98.9	94.3	101.5
CC(C(=O)O)c1cccc(Oc2ccccc2)c1 (configuration not stated)	100.8	111.3	98.7	103.3	101.7	41.7	96.5	105.4
CCCC(=O)OCC1OC(n2cc(C)c(=O)[nH]c2=O)CC1OC(=O)CCC (configuration not stated)	129.7	110.3	73.3	95.0	107.4	55.7	99.0	93.4
O=C1CC(=Nc2ccc([N+](=O)[O-])cc2)NN1c1c(Cl)cc(Cl)cc1Cl	106.8	110.6	.	101.2	100.3	.	101.8	96.2
Cc1ccc(Nc2nc(N)nc(CSCC(=O)NN)n2)cc1	90.9	98.9	96.6	102.0	94.3	87.0	95.7	93.6
Cn1cc(C2=C(c3cccc4ccccc34)C(=O)N(O)C2=O)c2ccccc21	108.1	78.4	96.1	80.0	85.2	94.3	117.2	98.5
Clc1ccc(C2CC(n3nnnc3-c3ccccc3)=NN2)cc1 (configuration not stated)	108.7	100.2	94.9	103.0	100.4	.	113.3	108.6
COc1ccc(S(=O)(=O)c2ccc(OC)cc2)cc1	92.5	103.4	87.8	103.3	94.4	106.1	99.0	92.3
O=C1NC(=O)C(Cc2c[nH]c3ccccc23)N1 (configuration not stated)	105.5	104.9	110.0	102.0	96.6	101.7	95.6	94.0
Clc1cccc(Oc2ccc(Nc3ncnc4onc(-c5ccccc5)c34)cc2)c1	89.0	74.7	97.0	94.2	96.5	89.3	102.0	71.2
CCCCOC(=O)c1cc(O)c(O)c(O)c1	86.4	66.4	66.3	61.0	84.9	44.5	96.5	67.4
Cc1[nH]nc2ncnc(N)c12	97.5	.	108.3	.	99.0	82.4	105.4	118.6
CO/N=C(/C(=O)NC1C(=O)N2C(C(=O)O)=C(COC(N)=O)CSC12)c1ccco1 (configuration not stated)	116.0	106.5	.	101.3	94.2	106.1	109.4	107.5
Cc1ccc2oc(=O)cc(Cn3cc(Cn4c(C)cc(=O)n(Cc5cn(Cc6cc(=O)oc7ccc(C)cc67)nn5)c4=O)nn3)c2c1	100.2	100.2	98.7	101.0	93.4	112.5	97.2	109.5
CCOc1ccc(NC(=O)C2CCCN(C)C2)cc1 (configuration not stated)	170.5	122.9	96.7	106.8	100.8	94.4	103.9	114.0
CN1CCc2c(c3cccc4c3n2CCc2ccccc2-4)C1	73.3	80.1	85.3	86.8	93.7	74.6	36.9	77.9
CC(C)/C=C/CC[C@](C)(O)[C@H]1CC[C@]2(C)[C@@H]1CC[C@@H]1[C@@]3(C)C/C(=C/c4ccncc4)C(=O)C(C)(C)[C@@H]3CC[C@]12C	91.3	58.5	57.7	30.5	46.0	59.6	65.5	77.1
CC1=C(C#N)C2=NNC(=O)C(=O)NN2C(c2ccccc2)=C1	100.1	104.1	106.1	101.1	.	94.6	130.4	105.2

Look-ups from above:
In MCF7, CCOc1ccc(NC(=O)C2CCCN(C)C2)cc1 (configuration not stated) is listed with 100.8
In MDA-MB-231, CO/N=C(/C(=O)NC1C(=O)N2C(C(=O)O)=C(COC(N)=O)CSC12)c1ccco1 (configuration not stated) is listed with 106.5
In K-562, Cc1ccc(Nc2nc(N)nc(CSCC(=O)NN)n2)cc1 is listed with 96.6
In K-562, CN1CCc2c(c3cccc4c3n2CCc2ccccc2-4)C1 is listed with 85.3

A different layout for some results above:
compound | HS 578T | MDA-MB-231 | K-562 | T-47D | MCF7 | SR | MDA-MB-468 | BT-549
CCCC(=O)OCC1OC(n2cc(C)c(=O)[nH]c2=O)CC1OC(=O)CCC (configuration not stated) | 129.7 | 110.3 | 73.3 | 95.0 | 107.4 | 55.7 | 99.0 | 93.4
CC(C(=O)O)c1cccc(Oc2ccccc2)c1 (configuration not stated) | 100.8 | 111.3 | 98.7 | 103.3 | 101.7 | 41.7 | 96.5 | 105.4

Screens (PubChem)
